# CF NFkB inh – inhibitors of cystic fibrosis induced NF-kB; KKLEB NF-kB-GFP reporter, PAF-induced, GFP fluorescence overnight; inhibition, % at 5 µM; 0.86% of 360,000 active;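 active = at least 50% inhibition at 5 µM, scaled per plate between neutral and stimulator controls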;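 also: PAF is a Pseudomonas aeruginosa culture filtrate used as stimulus; plate controls were PAF-stimulated DMSO wells for no effect and unstimulated DMSO wells for full effect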
# SRC1 inh – inhibitors of human steroid receptor coactivator 1 (SRC1); inhibition, % at 3.6 µM; 0.12% of 360,000 active; Q15788; HEK293 GAL4-SRC1 luciferase reporter, luminescence;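 active = inhibition above the campaign mean plus 3 SD, with each screening campaign given its own cutoff, cut at about 60% in these data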;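 also: 0% = DMSO treated cells and 100% = gossypol at 36 µM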
# SRC2 inh – human SRC2 (NCOA2) inhibition. Q15596. HEK293 GAL4-SRC2 luciferase reporter, luminescence. inhibition, % at 9 µM. 0.17% of 370,000 active. AID 651957;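 active = inhibition above the mean inhibition of all tested compounds plus 3 SD, set per campaign, cut at about 52% in these data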;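 also: 0% = DMSO treated cells and 100% = cells given Gossypol at 36 µM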
# TROY NFkB inh – TROY signaling inhibition | Q293 LMP1-TROYcd NF-kB luciferase reporter, 4 h | 0.98% of 360,000 active | inhibition, % at 10 µM | AID 1347056;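 active = compounds whose plate-normalised and pattern-corrected inhibition of the luciferase reporter signal at the single screening dose is 50% or more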
# LMP1 NFkB inh – inhibitors of Epstein-Barr LMP1-induced NF-kappaB reporter; LMP1-induced NF-kappaB luciferase reporter cells, luminescence; inhibition, % at 12.5 µM; 0.69% of 350,000 active; AID 504558; in the data active = inhibition above about 41%;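 also: 0% = neutral control wells and 100% = reference inhibitor control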
# LRH-1 inv ag – suppresses constitutive activity of human LRH-1; 0.13% of 360,000 active; HEK293T StAR-luciferase reporter, LRH-1 transfected, 24 h; O00482; inhibition, % at 3.6 µM;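 active = inhibition above the mean inhibition of all tested compounds plus 3 SD, cut at about 73% in these data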;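 also: 0% = DMSO wells and 100% = reporter-only cells lacking LRH-1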
# Target sequence (O00482 whole entry, looked up): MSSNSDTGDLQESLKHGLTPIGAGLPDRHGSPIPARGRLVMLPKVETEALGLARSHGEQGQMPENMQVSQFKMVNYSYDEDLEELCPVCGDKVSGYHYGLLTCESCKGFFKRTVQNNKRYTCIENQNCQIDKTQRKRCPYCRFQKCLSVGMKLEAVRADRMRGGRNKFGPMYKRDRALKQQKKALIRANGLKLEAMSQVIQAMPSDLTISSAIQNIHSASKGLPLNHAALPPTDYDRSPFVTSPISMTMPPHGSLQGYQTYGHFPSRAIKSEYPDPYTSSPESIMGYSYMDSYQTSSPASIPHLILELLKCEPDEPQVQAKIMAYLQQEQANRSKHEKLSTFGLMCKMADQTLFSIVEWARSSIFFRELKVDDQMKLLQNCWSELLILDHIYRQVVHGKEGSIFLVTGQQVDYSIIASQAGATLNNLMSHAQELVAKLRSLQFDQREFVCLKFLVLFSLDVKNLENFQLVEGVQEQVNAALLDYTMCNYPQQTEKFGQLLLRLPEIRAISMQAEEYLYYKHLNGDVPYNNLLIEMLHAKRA
# COUP-TFII inh – blocks human COUP-TFII nuclear receptor. P24468. HEK293T NGFI-A luciferase reporter, luminescence. inhibition, % at 8.6 µM. 0.7% of 370,000 active;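 active = inhibition above a per-plate cutoff, mean inhibition of test wells between control levels plus 3 SD, cut at about 38% in these data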;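 also: cells cotransfected with COUP-TFII expression vector driving the NGFI-A reporter; 0% = median of COUP-TF2 test wells and 100% = reporter-only cells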
# Target sequence (P24468 whole entry, looked up): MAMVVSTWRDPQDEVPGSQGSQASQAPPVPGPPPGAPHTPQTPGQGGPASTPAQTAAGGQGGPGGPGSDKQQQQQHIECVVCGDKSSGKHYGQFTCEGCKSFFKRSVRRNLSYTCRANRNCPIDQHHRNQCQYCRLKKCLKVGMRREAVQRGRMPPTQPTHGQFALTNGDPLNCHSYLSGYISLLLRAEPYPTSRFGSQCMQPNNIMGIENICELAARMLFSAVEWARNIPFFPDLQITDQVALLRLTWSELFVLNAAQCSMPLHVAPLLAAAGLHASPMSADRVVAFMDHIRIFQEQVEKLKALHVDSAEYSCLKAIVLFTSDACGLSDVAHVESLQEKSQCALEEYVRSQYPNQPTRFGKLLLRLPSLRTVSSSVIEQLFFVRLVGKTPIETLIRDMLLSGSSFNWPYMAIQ
# TWEAK-Fn14 inh – TWEAK-Fn14 signaling inhibition; TWEAK-stimulated Fn14 reporter cells, luciferase luminescence, 8 h; inhibition, % at 10 µM; 2% of 360,000 active; AID 1159606; in the data active = inhibition above about 50%
# TRAIL sens C8 – sensitizes caspase-8 expressing cells to TRAIL; NB7+C8 cells + TRAIL, ATPlite viability luminescence; inhibition (viability loss, TRAIL sensitization), % at 10 µM; 1% of 360,000 active; AID 624354;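 active = compounds causing at least 50% loss of cell viability in the single-dose screen, relative to plate controls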
# KKLEB cytotox – counter-screen for CF NF-kB inhibitors: cytotoxicity; KKLEB CF airway cells viability, ATPlite luminescence, overnight; hits give low values; cells stimulated with P. aeruginosa culture filtrate; activity change (cytotoxicity), % at 5 µM; 0.36% of 360,000 active;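 active = corrected activity change at or below -50% at 5 µM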
# SRC3 inh – inhibits human SRC3 coactivator. Q9Y6Q9. HEK293 GAL4-SRC3 luciferase reporter, luminescence. inhibition, % at 3.6 µM. 0.17% of 360,000 active. AID 588352;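 active = inhibition above a per-campaign cutoff, the mean of all compounds plus 3 SD, cut at about 60% in these data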;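 also: 0% = DMSO-treated cells and 100% = gossypol-treated cells at 36 µM; higher means less SRC3-driven luciferase light from the GAL4 reporter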
# Active calls of the source: *; / = not tested or not shown.
Structure	TROY NFkB inh	COUP-TFII inh	CF NFkB inh	KKLEB cytotox	SRC3 inh	SRC1 inh	LMP1 NFkB inh	TWEAK-Fn14 inh	TRAIL sens C8	SRC2 inh	LRH-1 inv ag
COc1ccc(CNc2ccc3c(c2)ncn3-c2ccccc2OC)cc1	4	-10	-6	0	6	-1	-3	14	0	-12	0
Cc1c(Cl)cccc1-n1c(SCC(=O)N2CCC(C(=O)O)CC2)nc2ccccc2c1=O	-20	12	6	-3	-14	0	-2	48	-10	-5	4
COc1ccc(-c2cn[nH]c2C)cc1	17	-6	53*	-18	22	29	4	-17	-5	-9	-26
O=C(CO/N=C/c1ccc2c(c1)OCO2)Nc1cccc(Br)c1	18	-19	-1	-8	4	11	-9	-17	-6	8	-7
CCc1ccc(C(O)c2ncc(-c3ccc(Cl)cc3)[nH]2)cc1 (stereo not drawn)	-7	10	-10	-3	-7	-8	/	-13	1	-4	-14
CC1(C)NC(=O)N(CC(O)COC2CCCCC2)C1=O (stereo not drawn)	-14	3	-6	-5	11	4	5	-7	0	-24	21
COc1ccc(CN(C)CCCn2ccc(NC(=O)OCc3ccccc3)nc2=O)cc1OC	8	-16	13	-9	3	-9	7	-1	2	-24	-18
CCOC(=O)CSc1nc2c(sc(=S)n2-c2ccc(OCC)cc2)c(=O)[nH]1	11	3	28	0	12	-15	-8	-6	-4	-27	0
CN(C)/C=N/c1nc2nccc(-c3ccc(F)cc3)n2n1	-16	-11	1	10	9	-15	-3	-14	-15	-57	-5
COC(=O)c1cc(C#N)c(OC)nc1C	2	3	-9	2	-4	-11	6	2	1	-7	14
CC(=O)N=C(N)Sc1nc2ccccc2[nH]1	-61	-35	25	-23	-85	-130	-29	0	-2	-90	-113
Cc1cccc(C(=O)N[C@@H]2c3ccccc3C[C@@H]2O)n1	2	-2	1	5	3	-4	-2	6	-9	15	5
CCOc1ccc(CN2C(=O)c3ccccc3C2=O)cc1C(=O)O	0	9	7	-6	-4	-31	-37	7	-11	3	4
Cc1c(C(=O)Nc2ccccc2F)cnn1-c1ccccc1	-28	-17	-4	9	-112	-88	7	6	35	-24	-149
O=C(COC(=O)c1ccc(Cl)nc1)Nc1ccc2c(c1)OCCO2	-5	-11	-6	14	-42	-10	-1	0	-13	4	-6

# For reference, some entries already given:
Structure	TROY NFkB inh	COUP-TFII inh	CF NFkB inh	KKLEB cytotox	SRC3 inh	SRC1 inh	LMP1 NFkB inh	TWEAK-Fn14 inh	TRAIL sens C8	SRC2 inh	LRH-1 inv ag
COc1ccc(CNc2ccc3c(c2)ncn3-c2ccccc2OC)cc1	4	-10	-6	0	6	-1	-3	14	0	-12	0
Cc1c(Cl)cccc1-n1c(SCC(=O)N2CCC(C(=O)O)CC2)nc2ccccc2c1=O	-20	12	6	-3	-14	0	-2	48	-10	-5	4
COc1ccc(-c2cn[nH]c2C)cc1	17	-6	53*	-18	22	29	4	-17	-5	-9	-26
O=C(CO/N=C/c1ccc2c(c1)OCO2)Nc1cccc(Br)c1	18	-19	-1	-8	4	11	-9	-17	-6	8	-7
CCc1ccc(C(O)c2ncc(-c3ccc(Cl)cc3)[nH]2)cc1 (stereo not drawn)	-7	10	-10	-3	-7	-8	/	-13	1	-4	-14
CC1(C)NC(=O)N(CC(O)COC2CCCCC2)C1=O (stereo not drawn)	-14	3	-6	-5	11	4	5	-7	0	-24	21
COc1ccc(CN(C)CCCn2ccc(NC(=O)OCc3ccccc3)nc2=O)cc1OC	8	-16	13	-9	3	-9	7	-1	2	-24	-18
CCOC(=O)CSc1nc2c(sc(=S)n2-c2ccc(OCC)cc2)c(=O)[nH]1	11	3	28	0	12	-15	-8	-6	-4	-27	0
CN(C)/C=N/c1nc2nccc(-c3ccc(F)cc3)n2n1	-16	-11	1	10	9	-15	-3	-14	-15	-57	-5
COC(=O)c1cc(C#N)c(OC)nc1C	2	3	-9	2	-4	-11	6	2	1	-7	14
CC(=O)N=C(N)Sc1nc2ccccc2[nH]1	-61	-35	25	-23	-85	-130	-29	0	-2	-90	-113
Cc1cccc(C(=O)N[C@@H]2c3ccccc3C[C@@H]2O)n1	2	-2	1	5	3	-4	-2	6	-9	15	5
CCOc1ccc(CN2C(=O)c3ccccc3C2=O)cc1C(=O)O	0	9	7	-6	-4	-31	-37	7	-11	3	4
Cc1c(C(=O)Nc2ccccc2F)cnn1-c1ccccc1	-28	-17	-4	9	-112	-88	7	6	35	-24	-149

# Continued.
Structure	TROY NFkB inh	COUP-TFII inh	CF NFkB inh	KKLEB cytotox	SRC3 inh	SRC1 inh	LMP1 NFkB inh	TWEAK-Fn14 inh	TRAIL sens C8	SRC2 inh	LRH-1 inv ag
CN(C)C(CNC(=O)CCNC(=O)c1ccc(Br)cc1)c1ccco1 (stereo not drawn)	28	3	18	-7	5	-16	3	1	-20	5	4
c1ccc(-c2ccccc2OCCCN2CCCC2)cc1	-27	-12	11	-20	7	2	-38	9	-14	-7	7
CCc1noc(C)c1C(=O)Nc1nc2c(C)cccc2s1	-55	-2	-7	-8	-10	-2	-4	-9	5	1	-15
Cc1ccc(C(=O)NC(=S)Nc2ccc3[nH]c(=O)[nH]c3c2)cc1C	7	11	3	-13	12	-4	-1	-14	5	-18	11
Cc1ccc(C(=O)NNC(=O)CSc2nc(N)cc(N)n2)cc1	7	1	21	6	7	2	4	-8	-1	10	7
O=c1c2ccccc2nc(/C=C/c2cccc([N+](=O)[O-])c2)n1CCCO	24	-8	-16	8	-12	-16	1	9	2	-2	11
CCCCNc1nc2c(c(=O)[nH]c(=O)n2C)n1CCOc1ccccc1	7	-6	-18	-16	15	-11	-13	-4	7	4	-5
O=S(=O)(NCC1CCCO1)c1ccccc1 (stereo not drawn)	13	5	-3	-2	-16	1	0	12	4	2	-13
COc1ccc(NC(=O)CSc2nnc(N)s2)c([N+](=O)[O-])c1	8	-4	6	0	-12	-10	-4	1	-21	1	8
COc1cc(-c2nnc(SCC(=O)c3cc(C)n(CC4CCCO4)c3C)o2)cc(OC)c1OC (stereo not drawn)	5	9	-9	7	9	1	4	-18	14	-3	13
C/C(=N\N=C1\NC(=O)C(Cc2ccccc2)S1)c1ccccc1 (stereo not drawn)	5	1	-24	7	8	8	1	-12	-7	-9	10
CS(=O)(=O)N(CCc1ccccc1)CC(=O)N1CCCCCC1	-13	-8	-32	13	9	-5	1	10	2	-22	5
Cc1cc(C)n(-c2ncc3c(n2)N(CCO)CCOC3=O)n1	7	1	-8	6	14	0	-2	6	4	-10	13
CCN(CC)S(=O)(=O)c1cccc(C(=O)N[C@H](C(=O)NC2=NCCS2)C(C)C)c1	-8	-13	26	-9	1	9	3	11	-4	7	3
Nc1c2c(nc3ccn(-c4ccccc4)c(=O)c13)CCCCC2	-21	-15	3	-9	5	-54	4	-6	-7	-4	-19
COc1ccc(NC(=O)CSc2nnc(C)c3ccccc23)cc1	-5	9	-6	4	1	-1	8	7	4	-4	-11
COC(=O)c1[nH]c2cccc(Cl)c2c1NC(=O)CN1CCN(CCO)CC1	12	0	4	1	13	-6	6	-1	12	-6	2
CCOC(=O)[C@]12CCC=C1N(CCC1=CCCCC1)C(=O)[C@H](CC(=O)NCCCN1CCCC1=O)C2	4	-15	/	/	/	/	/	5	-6	-39	-16
COc1ccccc1Nc1nccc(N(C)C)c1C#N	-10	9	7	11	4	-16	0	-5	0	11	-5
Cc1onc(-c2ccccc2)c1C(=O)Nc1nnc(COc2ccc(Cl)cc2)s1	12	/	5	2	14	2	0	6	-2	/	14
COc1ccc(-c2nn(-c3ccccc3)cc2CNCc2cccnc2)c(F)c1	-26	-11	2	-4	1	3	-2	2	11	5	-1
CN1C2CCC1CC(OC(c1ccccc1)c1ccccc1)C2 (stereo not drawn)	-14	-16	0	1	-17	7	-7	-12	7	17	7
O=C(OCc1ccccc1)c1cc(S(=O)(=O)N2CCCCC2)ccc1N1CCOCC1	5	20	-21	7	-7	-4	-7	-7	12	-7	24
CCOC(=O)N1CCN(C(=O)c2oc3ccc(S(=O)(=O)N4CCCCC4)cc3c2C)CC1	14	17	-2	9	8	-5	1	-15	-17	-4	-4
CCOC(=O)CSc1nc2ccsc2c(=O)n1C1CCN(C(=O)OCC)CC1	0	/	-17	-2	12	21	12	-18	-4	/	-1
O=C(NC1CCCCC1)C(c1ccnc2ccccc12)N1CCOCC1 (stereo not drawn)	10	11	-17	-7	4	-7	/	4	-2	-1	-34
CCc1ccc(-c2cc(C)no2)cc1S(=O)(=O)N1CCOc2ccc(C)cc21	24	18	8	-22	6	17	-1	39	6	2	-32
COc1ccc(Cl)cc1NC(=O)CN(C)CC(=O)Nc1ccc(C)cc1Br	25	-3	-8	0	-7	11	-8	-1	0	-22	3
CCc1nnc(NC(=O)CN2C(=O)N(C)C3(CCCCC3)C2=O)s1	-12	-5	14	8	12	10	1	-14	-10	16	-15
O=C(Cc1ccc(NC2=NC3CS(=O)(=O)CC3S2)cc1)N1CCN(c2ccc(F)cc2)CC1 (stereo not drawn)	-6	0	-19	-10	-1	0	-13	-11	8	-10	6
CC(C)(C)N(CC(=O)NC1CCCCC1)C(=O)CS(=O)CC(=O)Nc1ccc(F)cc1 (stereo not drawn)	-1	-17	-7	13	-15	-1	-11	-6	3	6	-2
CCN1C(=O)[C@H]2[C@@H](c3ccc(-c4ccc(C(C)=O)cc4)cc3)N3CCC[C@@]3(C(=O)OC)[C@H]2C1=O	3	2	17	-3	-3	-8	-1	-14	14	-28	-3
CC(=O)N1CCN=C1SCc1c(F)cccc1Cl	-17	9	4	-17	7	-17	-4	7	-9	-6	6
CCCN(CCC)C(=O)c1ccc2nc(-c3ccc(OC)c(OC)c3)c(-c3ccc(OC)c(OC)c3)nc2c1	-13	-19	6	-2	9	-4	9	-25	-8	7	18
C=CCNC(=O)c1c(C(F)(F)F)nn(C)c1Cl	8	10	-5	3	-3	-90	2	7	1	-11	18
CCOC(=O)CNC(=S)n1ncnc1N	-5	-14	15	-5	-4	-12	10	-8	-9	3	10
COc1ccc(-c2nc(N/N=C(\C)c3ccc(O)cc3)c3ccccc3n2)cc1	-31	-33	56*	-21	-44	-44	-6	-9	59*	10	-52
COc1cc(CCC(=O)Nc2ncc(C)s2)cc(OC)c1OC	-16	-3	2	0	-22	5	-25	6	-15	1	8
CC(C)CNC(=O)C1(C)CCCN1C(=O)C(C)(C)Oc1ccc(Cl)cc1 (stereo not drawn)	7	0	-14	2	12	9	/	-5	-4	11	11
CC1Cc2nc(SCC(=O)OCc3ccccc3)n(C)c(=O)c2S1 (stereo not drawn)	10	-5	-31	9	4	-5	-8	-9	-8	21	-17

# From PubChem
